Bioassay records deposited in PubChem by several laboratories.
Ins promoter up: MIN6 insulin promoter up-regulation; MIN6 insulin promoter-GFP reporter, high-content imaging; hits give high values; z-score at 5 µM; 190,000 compounds, 0.3% hits;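 active = z-score above 3 at 5 µM with at least 500 cells counted in the well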
Myeloid diff MLP: promotes myeloid progenitor differentiation; ER-HoxA9 myeloid progenitors, lysozyme-GFP differentiation, flow cytometry; calls only at 10 µM; 360,000 compounds, 1% hits; AID 624256;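 active = normalized GFP-positive differentiation at or above the plate's own cutoff, the solvent-only control mean plus 3 SD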;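 note: cells exposed to compound for four days before flow analysis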
T cell HTS: T cell immune modulators affecting CD8 T cell-vesicle binding | 2C CD8+ T cell-vesicle binding, flow cytometry; hits give low values | calls only at 7 µM | 330,000 compounds, 0.068% hits | AID 2052;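 active = response, share of CD8 T cells binding vesicles, and their 90th percentile fluorescence all below set limits, cut at about 80% in these data, passing the limit was not always enough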
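Incubation: binding step 1.5 h, 37 °C, antibody labelling 20 min, ice; system: murine 2C transgenic CD8+ T lymphocytes; technique: cytometric PE anti-B7-1 and Alexa647 anti-CD8 signals after 1% paraformaldehyde fixation; also added: QL9-charged Drosophila Ld/ICAM-1/B7-1 vesicles; control set: naked versus QL9-loaded vesicles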
TNAP activators: human TNAP enzyme activators, primary screen, biochemical, luminescent, no phosphate acceptor, uHTS (AID 1001). purified TNAP, luminescent activation assay, no phosphate acceptor; higher activation fold means a stronger effect. activation fold at 20 µM; hits with a dose series show EC50 in µM. 200,000 compounds, 0.03% hits; in the data active = activation fold from about 3, or a potency from the dose series; inactive = the rest, 99 in 100 with activation fold below about 1.6; note: many of its hits are not listed in these tables
Hep lipid drop: modulators of hepatic lipid droplet formation | AML12 mouse hepatocytes, oleate lipid droplets, BODIPY imaging | inhibition, % at 6.5 µM | 240,000 compounds, 0.4% hits | AID 1656;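 active = lipid droplet intensity inhibited by at least 50%, with more than 500 cells counted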
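Technique: fluorescence imaging, 20x objective, two fields per well / Assay system: AML12 hepatocytes (mouse) / Measure: % inhibition of lipid droplet signal / Doses: 6.5 µM single-point dosing / Incubation: overnight exposure / Reagent: 100 µM oleic acid challenge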
MT stabilizer: microtubule stabilizers in HeLa cells | HeLa tubulin immunostaining HCS, 24 h; share of cells brighter than vehicle mean+2SD | % tubulin-high responders, % at 10 µM | 200,000 compounds, 0.83% hits | AID 2205;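 active = plate Z-score above 3 for both tubulin-high and condensed-nucleus cell shares, with cell loss under 80%, at 10 µM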;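 note: anti alpha tubulin signal scored within the nucleus-defined area of each cell; some results filed as inactive read as strong as hits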
Dynein cargo inh: blocks dynein driven cargo transport along microtubules; 3617.4 mouse cells, GR-EGFP nuclear translocation imaging; test concentration mostly 20 µM; stimulated with dexamethasone, 1 µM; hits give low values; z-score, hits read low; 220,000 compounds, 0.47% hits; AID 1381;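 active = plate z-score of nuclear minus cytoplasmic receptor signal below a set negative limit, without overly bright fluorescence or cell loss, cut at about -3.5 in these data, passing the limit was not always enough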;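 note: z-score of nuclear minus cytoplasmic ring GR-EGFP intensity difference per well; some compounds called inactive have numbers as strong as hits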
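medium = tetracycline-free induction medium containing charcoal-stripped FBS | probe or stimulus = dexamethasone, 1.0 µM final | timing = 48 h induction, then 1 h compound, then 30 min agonist, 37 °C | detection = automated 10x imaging of fixed Hoechst-stained cells | read-out basis = nuclear versus cytoplasmic GR-EGFP signal, averaged per well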
PMI inhibitors: inhibitors of human PMI, primary screen, biochemical, fluorescence intensity, coupled assay (AID 1209). purified PMI enzyme, coupled fluorescence intensity; higher % means a stronger effect. one-dose inhibition, % at 20 µM; IC50 in µM for titrated hits. 190,000 compounds, 0.42% hits; in the data active = inhibition above about 50%;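 note: plate controls were DMSO vehicle for no effect and wells lacking substrate for full effect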
b-catenin transl: modulators of beta-catenin nuclear translocation; HeLa beta-catenin nuclear translocation, immunofluorescence imaging; nuclear translocation activity, % at 5 µM; 190,000 compounds, 0.3% hits;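 active = nuclear translocation activity above 50% at 5 µM, with a well cell count of 50 or more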;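 note: per-cell ratio of nuclear to cytoplasmic median beta-catenin stain intensity; plate controls were DMSO negative control for no effect and GSK-3 inhibitor IX positive control for full effect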
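Read-out: Nuclear/cytoplasmic beta-catenin signal ratio, % activation | Assay system: Human HeLa cell line | Times: 24 h compound exposure at 37°C, 5% CO2 | Signal: Fluorescence imaging of beta-catenin antibody stain plus DAPI | Dosing: 5 µM primary, 0.02–20 µM confirmation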
Dynein cargo inh cytoplasmic EGFP: second read-out of Dynein cargo inh, no call of its own (marks repeat the call); z-score; measured here: cytoplasmic GR-EGFP intensity; hits give high values
Dynein cargo inh nuclear GR-EGFP: recorded beside Dynein cargo inh, whose call it bears; z-score; measured here: nuclear GR-EGFP intensity;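 lower value marks the stronger effect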
Dynein cargo inh cell count: second read-out of Dynein cargo inh, no call of its own (marks repeat the call); z-score; measured here: cell count per field
Ins promoter up cell count: recorded beside Ins promoter up, whose call it bears; cell count; measured here: cytotoxicity, nuclei count;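 total cells summed across four imaged fields per well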
Hep lipid drop cells 6.5 µM: further read-out of Hep lipid drop, marked with its call; cell count; measured here: cell count, cytotoxicity flag;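 cells counted across two imaged fields per well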
b-catenin transl cell count 5 µM: second read-out of b-catenin transl, no call of its own (marks repeat the call); cell count; measured here: cell count, cytotoxicity flag
T cell HTS vesicle-bound %: further read-out of T cell HTS, marked with its call; double positive events, %; measured here: CD8+ vesicle-bound cell fraction;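 binding gate set so that unloaded-vesicle control wells show 10% double positive cells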
MT stabilizer Hoechst-high %: second read-out of MT stabilizer, no call of its own (marks repeat the call); % Hoechst-high responders; measured here: nuclear condensation Hoechst responders;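 share of cells brighter than vehicle mean plus two SD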
MT stabilizer cytotoxicity %: recorded beside MT stabilizer, whose call it bears; toxicity, %; measured here: cytotoxicity by cell density;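 0% = mean cell density of plate MIN control wells and 100% = no cells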
Myeloid diff MLP GFP+ MAC1+ %: second read-out of Myeloid diff MLP, no call of its own (marks repeat the call); GFP+ MAC1+ double positive, %; measured here: differentiation confirmed by MAC1 staining
* = called active by the depositor; i = inactive; · = not tested or not shown. No enrichment for hits, and some 3% of all compounds hit somewhere here.

SMILES	Ins promoter up	Ins promoter up cell count	Myeloid diff MLP	Myeloid diff MLP GFP+ MAC1+ %	T cell HTS	T cell HTS vesicle-bound %	TNAP activators	Hep lipid drop	Hep lipid drop cells 6.5 µM	MT stabilizer	MT stabilizer Hoechst-high %	MT stabilizer cytotoxicity %	Dynein cargo inh	Dynein cargo inh cytoplasmic EGFP	Dynein cargo inh nuclear GR-EGFP	Dynein cargo inh cell count	PMI inhibitors	b-catenin transl	b-catenin transl cell count 5 µM
O=C(c1ccco1)N1CCN(C(c2ccccc2)c2nnnn2Cc2cccs2)CC1 (stereo not drawn)	0.65	777	i	0.8	i	16.3	1.1	·	·	2.4	1.6	10.4	-0.753	-0.197	-0.249	0.492	-0.4%	-3.2	986
O=C(CCl)N(Cc1ccccc1)c1ccccc1	·	·	i	0.2	i	63.4	1	-1.2	478	2.4	2.4	6.2	-5.28*	2.29*	-2.53*	0.201*	-25.6%	5.2	987
O=C(NCc1ccccc1)c1cccc(NS(=O)(=O)c2cccc3cccnc23)c1	-0.13	1347	i	1.3	i	47.6	1.1	9.8	619	2.4	3.1	6.7	-0.305	-0.322	-0.619	0.834	3.6%	1.4	958
CCN(CC)S(=O)(=O)c1ccc(C(=O)Nc2cc(C)cc(C)c2)cc1	-0.18	1595	i	2.3	i	31.8	1.1	·	·	2.1	1.7	8.1	0.169	-0.155	0.977	-0.0985	9.1%	-1.4	1280
CC(=O)C1=C(C)NC(=O)CC1c1ccc(Br)cc1 (stereo not drawn)	-0.44	1301	i	0.0	i	51.1	1.1	-0.1	673	3.7	1.9	9.9	0.611	-0.279	0.166	-0.524	-0.8%	1.3	1016
CCNCc1cc(Br)c(OCC(=O)Nc2ccccc2)c(OC)c1	·	·	i	0.2	i	26.4	1.1	-5.7	701	2.6	1.7	1.7	-0.584	-0.268	-0.293	-0.0659	-5.6%	-0.2	489
O=C(O)c1cccc(NC(=O)c2cccc(S(=O)(=O)N3CCCCC3)c2)c1	-0.06	1633	i	7.6	i	23.2	1.1	·	·	4.8	1.9	8.8	1.81	-0.155	1.07	-1.51	-3.6%	-2.0	1005
O=C(Nc1nc(-c2ccccc2)cs1)c1ccc(=O)[nH]c1	-0.69	1083	i	0.2	i	51.6	1	12.5	686	4.0	1.7	9.3	0.0893	-0.274	0.363	0.337	8.7%	6.2	879
COc1ccc2c(c1)SC(C)CC2=O (stereo not drawn)	1.92	659	i	0.6	i	55.6	1.1	8.7	759	1.2	0.7	6.2	0.419	-0.19	0.656	0.579	-2.1%	-4.2	1105
Cc1cccc(-n2cc(-c3ccccc3)c3c(=O)[nH]cnc32)c1	-0.48	1344	i	0.4	i	6.1	1	25.8	596	3.2	4.3	1.1	-0.587	-0.24	-0.289	1.57	11.1%	-1.4	523
O=C(COC(=O)c1cccc2c1C(=O)c1ccccc1C2=O)NC1CCCCC1	-0.04	1442	i	0.2	i	23.2	1.1	-0.1	689	2.2	1.8	0.7	-0.247	-0.18	-0.279	-0.41	-7.9%	-0.9	1164
CCn1c(=O)c(=O)n(CC)c2cc(S(=O)(=O)Nc3ccc(C)cc3)ccc21	0.36	1109	i	0.3	i	14.6	·	-0.4	691	·	·	·	0.223	-0.233	0.705	-0.158	·	0.6	1309
CCOc1cc(C(=S)N2CCCCC2)ccc1OS(=O)(=O)c1ccc(Br)cc1	-1.06	957	i	0.9	i	24.8	1.1	·	·	1.6	1.4	6.0	0.00107	-0.205	-0.13	0.197	12.6%	2.5	1449
NC(=S)N/N=C/c1cccc(Br)c1	0.81	1586	i	0.0	i	12.1	1.1	-0.2	737	6.8	4.5	2.0	0.369	-0.283	0.69	-1.1	-5.8%	-4.9	840
Cc1ccc(C(=O)Nc2nc3nc(-c4ccccc4)cc(=O)n3[nH]2)cc1	-0.29	943	i	0.7	i	31.9	1.2	-2.1	753	1.1	0.9	2.2	1.58	0.257	1.04	-1.99	4.4%	1.8	1206
Nc1cc(N)nc(SCc2cc([N+](=O)[O-])cc3c2OCOC3)n1	0.17	1357	i	0.8	i	26.2	·	-12.1	739	·	·	·	-1.12	0.107	-0.315	0.631	·	-0.2	1008
O=S(=O)(c1ccccc1)N1CCC(N2CCCCCC2)CC1	·	·	i	2.5	i	21.7	1.1	-4.0	699	5.4	1.9	5.2	1.79	-0.202	0.989	-0.106	-11.1%	-1.5	1082
COc1cc2c(cc1OC)CN(C1CC(=O)N(c3c(C)cccc3C)C1=O)CC2 (stereo not drawn)	-0.26	1269	i	0.3	i	32.3	1.1	-7.3	719	4.1	1.5	10.2	-0.319	-0.269	0.625	-1.99	3.2%	-1.0	1060
Cc1c(NC(=O)COc2ncnc3c(Cl)cc(Cl)cc23)c(=O)n(-c2ccccc2)n1C	0.42	1173	i	0.7	i	21.2	1	·	·	3.2	1.8	12.8	1.37	-0.166	1.45	-0.991	5.9%	-5.9	994
COc1ccc(CSc2nc3ccccc3c(=O)n2CCCN2CCOCC2)cc1F	-0.52	1326	i	0.1	i	13.1	1.1	0.4	699	3.7	2.0	23.2	0.82	-0.323	0.873	-0.0687	15.4%	-0.3	1002
Cn1cnnc1SCC(=O)Nc1sccc1C#N	-0.47	1079	i	2.3	i	43.9	1.1	1.6	757	1.4	1.8	3.8	0.871	-0.196	0.739	-0.106	6.8%	-1.8	1221
CC(=O)c1ccc(N2CCC(c3cc(-c4ccc(Cl)cc4Cl)n[nH]3)CC2)c([N+](=O)[O-])c1	·	·	i	0.3	i	38.5	0.5	·	·	2.4	2.3	9.3	-0.628	-0.23	-0.0774	0.433	47.0%	·	·
O=C1CN(C(=O)CNCc2ccccc2)c2ccccc2N1	-0.31	1449	i	0.4	i	54.9	·	5.3	684	·	·	·	-0.37	-0.235	-0.268	0.425	·	-1.4	1185
COC(=O)CN(c1cc(Cl)ccc1OC)S(=O)(=O)c1ccc(OC)c(OC)c1	-0.13	1221	i	0.1	i	19.6	1.1	-0.5	737	4.3	2.3	2.3	-0.163	-0.326	-0.442	0.749	0.7%	-5.1	523
COC(=O)c1cc(C(=O)c2cccc(Cl)c2Cl)cn1C	-0.33	1647	i	2.6	i	12.7	1.1	·	·	1.7	1.1	7.3	-0.426	-0.209	-0.515	0.135	8.3%	0.3	1329
CCn1nc(C)c(/C=N\NC(=O)c2cccc(OC)c2)c1C	-0.88	1177	i	0.4	i	8.5	1.1	-3.1	704	3.2	2.7	8.6	0.464	-0.255	-0.0206	-0.485	4.1%	·	·
CCOC(=O)c1ccccc1NC(=O)CN(c1ccccc1)S(=O)(=O)N(C)C	-0.16	1202	i	0.7	i	25.2	1.1	-1.4	770	1.6	2.8	4.1	-0.13	-0.256	-0.163	0.567	18.7%	-1.2	972
C=CCn1c(=O)c2ccccc2n2c(SCc3c(C(=O)OCC)oc4ccccc34)nnc12	-0.64	981	i	1.0	i	26.8	1.1	·	·	·	·	·	·	·	·	·	7.6%	-0.3	830
CC(C)(C)c1ccc(NC(=O)CC2(C(F)(F)F)OCCO2)cc1	-2.98	878	i	14.6	i	33.2	1.2	·	·	3.4	1.7	2.1	1.23	-0.154	0.798	-1.19	-6.8%	0.3	1079
O=C(NCc1ccco1)c1ccc(COc2ccc(Cl)cc2)cc1	-0.09	1259	i	0.4	i	59.9	1.1	-12.3	598	1.9	1.2	3.7	-0.0109	-0.212	0.233	-0.739	-4.6%	2.2	482
Cc1ccc([N+](=O)[O-])cc1NC(=O)CCSc1ccc(Cl)cc1	-0.52	1298	i	0.5	i	20.8	1.2	-4.8	589	1.3	1.8	9.3	1.71	-0.201	0.289	-0.917	12.1%	-0.6	1053
O=C(CC1SC(=O)N(c2ccccc2)C1=O)Nc1cccc2ccccc12 (stereo not drawn)	-0.66	844	i	0.2	i	54.7	·	-10.7	666	·	·	·	1.05	0.0167	1.49	-2.62	·	1.7	1258
Cc1cc(C)c(C#N)c(SCc2cc3c(cc2Cl)OCO3)n1	0.35	1623	·	·	i	21.7	1.1	·	·	3.2	2.3	5.1	0.947	0.0235	-0.111	-1.32	0.4%	-2.7	1352
CC(C)c1nc(CN2CCCCC2)cc(=O)[nH]1	·	·	i	0.2	i	25.4	1	-0.6	607	2.2	1.6	5.4	0.549	-0.167	0.539	-0.244	8.6%	0.7	1488
